# From PubChem BioAssay
# PLAP inhibition = PLAP enzyme inhibitors, biochemical, luminescence, HTS (AID 690); purified PLAP, luminescent substrate; higher % means a stronger effect; inhibition, % at 20 µM, or IC50 in µM where a hit was titrated; 96,000 tested, 0.08% active; in the data active = a potency from the dose series; inactive = the rest, 99 in 100 with inhibition below about 30%; note: strong numbers were not always called active
# NFkB transloc pot = enhances IL-1B driven NFkB nuclear translocation | AID 819 | 94,000 tested, 0.3% active | HUVEC IL-1B NFkB p65 nuclear translocation imaging | activation, % at 2 µM;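 active = activation above 40%, about the mean plus 3 SD, also judged a hit on visual image review; inconclusive = activation above 40% but not a hit on visual review; inactive = activation not above 40% and no visual hit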;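 note: percent activation is computed from the nuclear over cytoplasmic p65 intensity ratio; values of inactives mirror those of a sister screen read the other way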
# MRP reversal = reverses drug resistance mediated by MRP | H69AR cells + 2 uM doxorubicin, CellTiter-Glo, 72 h | AID 602 | 85,000 tested, 0.04% active | differential viability (reversal), % at 10 µM;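 active = viability drop by adding the cancer drug above about 55%, with treated viability meeting a 40% cutoff, limit read from the data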;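 note: viability without doxorubicin minus viability with 2 µM doxorubicin for each compound; larger differential means the compound sensitizes cells more to doxorubicin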
# Bcl-B displacement = displacers of TR3 peptide from Bcl-B, primary screen, selectivity assay for Bfl-1 inhibitor project, biochemical, fluorescence polarization; FP displacement of FITC-TR3 peptide from Bcl-B; higher % means a stronger effect; displacement, % at 20 µM, or IC50 in µM where a hit was titrated; 96,000 tested, 0.11% active; AID 748;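 active = displacement above 50% at 20 µM plus a fluorescence interference ratio under 1.5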;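 note: plate controls were wells without compound for no effect and wells lacking Bcl-B protein for full effect; a part of the inactive calls stands beside numbers as strong as those of hits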
# IL1B NFkB inh = blocks IL-1B driven NFkB nuclear translocation in HUVEC cells; HUVEC IL-1B NFkB p65 nuclear translocation imaging; inhibition, % at 2 µM; 94,000 tested, 0.43% active;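 active = inhibition above about 30% together with a positive call from visual inspection of the well image, limit read from the data; inconclusive = inhibition above a set limit but visual check negative; inactive = inhibition not above a set limit, visual check negative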;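 note: nuclear over cytoplasmic p65 intensity ratio measured by imaging; 0% = IL-1B stimulated DMSO wells and 100% = unstimulated DMSO wells; values of inactives mirror those of a sister screen read the other way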
# MRP reversal cytotoxicity = second read-out of MRP reversal, no call of its own (marks repeat the call); viability, %; H69AR cells, CellTiter-Glo, 72 h; measured here: cytotoxicity without doxorubicin
# MRP reversal with doxorubicin = recorded beside MRP reversal, whose call it bears; viability, %; measured here: viability with 2 uM doxorubicin; hits give low values
# IL1B NFkB inh cell count 2 µM = also measured in IL1B NFkB inh; calls as there; cell count; measured here: cells passing quality filter;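 raw number of nuclei counted in each imaged well without normalization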
# NFkB transloc pot cell count 2 µM = also measured in NFkB transloc pot; calls as there; cell count; measured here: cells passing quality filter
# An asterisk follows results filed as active; ? = inconclusive; . = no result given.
canonical_smiles,PLAP inhibition,NFkB transloc pot,NFkB transloc pot cell count 2 µM,MRP reversal,MRP reversal cytotoxicity,MRP reversal with doxorubicin,Bcl-B displacement,IL1B NFkB inh,IL1B NFkB inh cell count 2 µM
CC(OC(=O)c1ccccc1NCc1ccco1)C(=O)Nc1ncc(Cl)cc1Cl (configuration not stated),5.5%,.,.,5.0,81.8,76.8,5.3%,.,.
O=C(Nc1ccccn1)C1CCN(S(=O)(=O)c2cccc3nonc23)CC1,-21.2%,3.7,182,13.5,95.0,81.5,-0.3%,-3.7,182
Cc1cccc(NC2=CC(=O)OC(C)C2)c1 (configuration not stated),14.3%,5.4,182,.,.,.,1.5%,-5.4,182
Cc1cc(C(=O)OCC(=O)NCc2ccco2)c(C)n1-c1ccccc1,-52.4%,.,.,-24.6,29.6,54.2,-28.8%,.,.
COc1ccc(OC)c(C(O)c2coc3ccc(O)c(CN4CCOCC4)c23)c1 (configuration not stated),-16.2%,.,.,17.9,97.6,79.7,-11.7%,.,.
O=C(NCCN1C(=O)C2C3C=CC(C3)C2C1=O)N1CCCCC1 (configuration not stated),-11.2%,0.0,44,0.8,96.0,95.3,-0.7%,0.0,44
CCC(CC)C(=O)Nc1cc(OC)c(OC)cc1C(=O)O,-9.4%,17.6,141,-6.0,91.2,97.2,-4.9%,-17.6,141
COc1cc(NS(C)(=O)=O)c(OC)cc1NC(=O)c1cccc(F)c1,15.7%,-10.2,188,3.0,90.9,87.8,3.4%,10.2,188
COc1cccc(CNc2nc3ccccc3n2CCN2CCCCC2)c1OC,.,-92.1,100,.,.,.,.,?,.
O=C(Nc1ccc2snnc2c1)N1CCN(c2ccccc2)CC1,14.6%,24.2,136,-9.0,79.8,88.7,-11.5%,-24.2,136
Cc1nc2ccccc2nc1N1CCOCC1,-2.4%,-4.6,156,12.3,98.7,86.4,0.5%,4.6,156
COc1ccc(-n2c(/C=C(\C)O)nc(=O)c3c(C)cc(C)nc32)cc1,-53.9%,-9.5,137,-6.4,81.9,88.3,-13.5%,9.5,137
CCC(Oc1ccccc1)C(=O)Nc1ccccc1OC (configuration not stated),9.6%,5.8,165,0.5,94.8,94.3,-4.6%,-5.8,165
CCN1CCN(CC(=O)Nc2c(C(=O)OC)[nH]c3cccc(Cl)c23)CC1,-37.0%,15.5,106,0.5,95.0,94.5,-1.4%,-15.5,106
N#CC1=C(N)Oc2nc(-c3ccccc3)[nH]c2C1c1cccnc1 (configuration not stated),3.3%,-16.4,75,18.8,89.4,70.6,-14.3%,16.4,75
COCCNC(=O)C(c1cccs1)N(Cc1ccccc1)C(=O)Cn1nnc2ccccc21 (configuration not stated),-25.9%,0.6,138,12.9,107.6,94.7,-3.8%,-0.6,138
Nc1ncnc(Nc2cccc(C(F)(F)F)c2)n1,1.6%,-15.4,173,-8.7,79.0,87.7,2.0%,15.4,173
O=C(NC1CC1)c1ccc(COc2ccc(F)cc2)o1,0.6%,16.5,108,-9.3,100.4,109.7,20.3%,-16.5,108
COc1ccccc1NC(=O)Cc1noc(CSc2nnc(C)s2)n1,-8.8%,18.2,107,22.4,103.0,80.6,-4.9%,-18.2,107
Cc1c(Br)ccc(NC(=O)CCN2C(=O)C3C4CCC(C4)C3C2=O)c1C (configuration not stated),-0.4%,7.6,72,.,.,.,-12.3%,-7.6,72
O=C(CN(C(=O)CCC(=O)Nc1nccs1)c1ccc(F)c(Cl)c1)NCc1ccco1,-21.3%,.,.,10.8,88.4,77.6,-6.3%,.,.
CCCCSc1cnn(-c2ccccc2)c(=O)c1SCCCC,.,2.7,136,-1.6,90.3,92.0,.,-2.7,136
[O-]/[N+](=C\c1ccc(F)cc1)c1ccccc1,17.2%,-12.1,181,14.1,83.0,68.9,4.9%,12.1,181
CC1CCN(S(=O)(=O)c2ccc(Cl)cc2Br)CC1,26.4%,17.4,179,-3.8,93.0,96.8,0.0%,-17.4,179
CCSc1nnc(NC(=O)Cc2cccc(OC)c2)s1,0.4%,-35.7,28,-3.2,86.2,89.4,-7.6%,35.7*,28*

canonical_smiles,PLAP inhibition,NFkB transloc pot,NFkB transloc pot cell count 2 µM,MRP reversal,MRP reversal cytotoxicity,MRP reversal with doxorubicin,Bcl-B displacement,IL1B NFkB inh,IL1B NFkB inh cell count 2 µM
COC(=O)CN(c1cc(C(F)(F)F)ccc1Cl)S(C)(=O)=O,-1.4%,1.7,102,.,.,.,2.3%,-1.7,102
CCCn1c(CN2CCN(C)CC2)nc2ccccc21,-28.7%,22.1,185,15.1,104.9,89.8,-17.2%,-22.1,185
Nn1c(=O)c2ccccc2n2c(SCc3ccccc3)nnc12,6.4%,1.6,150,7.2,82.8,75.6,5.7%,-1.6,150
COCn1c(COc2ccccc2)nc2ccccc21,-7.3%,-2.7,144,5.9,80.1,74.2,-3.1%,2.7,144
CC1Cc2ccccc2N1C(=O)CN1C(=O)C(=O)N(Cc2ccccc2)C1=O (configuration not stated),-1.9%,-1.3,123,.,.,.,3.8%,1.3,123
Nc1cc(N)nc(SCC(=O)N2CCc3ccccc32)n1,6.3%,-1.8,141,.,.,.,-9.3%,1.8,141
CC(C)Cc1ccc(C(C)C(=O)Nc2nccs2)cc1 (configuration not stated),-16.8%,1.6,141,6.3,92.9,86.6,2.2%,-1.6,141
COc1ccc(-c2nc(CS(=O)CC(=O)NCc3ccc(Cl)cc3)c(C)o2)cc1 (configuration not stated),-42.5%,.,.,3.9,90.6,86.8,4.4%,.,.
CCNc1nc(NC(C)(C)C)nc(SC(C(C)=O)C(C)=O)n1,-5.7%,.,.,-2.8,71.2,74.0,-3.7%,.,.
Cc1ccc(CNCC(O)(c2ccccc2)c2ccc(F)cc2)cc1 (configuration not stated),17.0%,.,.,.,.,.,4.3%,.,.
CCC(c1nnnn1CCOC)N1CCN(Cc2ccccc2OC)CC1 (configuration not stated),-8.1%,12.3,188,-22.7,91.9,114.6,-9.3%,-12.3,188
CC1(C)COC(c2cccn2Cc2ccc(F)cc2Cl)=N1,3.4%,.,.,8.4,92.9,84.5,2.6%,.,.
CCOC(=O)N1CCN(C(=O)c2cccc(NC3=NC4CS(=O)(=O)CC4S3)c2)CC1 (configuration not stated),-4.3%,-1.4,63,.,.,.,-3.6%,1.4,63
CCOC(=O)C1CCN(C(=O)CN(c2cccc(C(F)(F)F)c2)S(C)(=O)=O)CC1,-17.6%,0.2,165,-1.4,84.8,86.3,-1.3%,-0.2,165
COc1ccccc1NC(=O)Cc1coc2cc(C)ccc12,3.4%,0.1,149,.,.,.,-28.1%,-0.1,149
O=C(Nc1cccc(C(F)(F)F)c1)C12CC3CC(CC(C3)C1)C2,.,20.1,130,13.6,79.0,65.4,.,-20.1,130
Cc1occc1C(=O)NCc1ccccn1,-11.2%,3.4,174,0.3,101.6,101.2,12.5%,-3.4,174
COc1cc(NC(=O)COc2cccc(OC)c2)cc(OC)c1,5.6%,-10.8,77,-25.5,46.8,72.3,-4.2%,10.8,77
O=C(CNc1ccccc1)Nc1ccc(F)cc1,-10.4%,-1.9,165,7.8,96.7,88.9,-4.0%,1.9,165
Cc1[nH]n(C(N)=S)c(=O)c1N=Nc1ccc(S(=O)(=O)N2CCCC2)cc1,.,-3.2,156,11.4,97.4,86.0,.,3.3,156
CCOC(=O)CNC(=O)c1cc(C)oc1C,9.8%,-9.2,109,5.2,100.3,95.0,-0.5%,9.2,109
Cc1ccc2oc(-c3ccccc3)nc2c1,12.7%,0.7,53,8.4,96.9,88.5,-12.3%,-0.7,53
CCCOc1ccccc1C1CC(=O)Nc2cc3c(cc21)OCO3 (configuration not stated),26.2%,2.7,166,-25.9,25.9,51.7,-4.4%,-2.7,166
COc1cc(OC)c(C2=NOC(C(=O)NCc3ccc4c(c3)OCO4)C2)cc1Cl (configuration not stated),19.5%,-4.5,194,-32.1,21.7,53.8,-13.8%,4.5,194
CCOc1cc(CN2CCN(c3cccc(C(F)(F)F)c3)CC2)ccc1O,-22.7%,19.6,211,14.8,85.1,70.3,8.3%,-19.6,211

# Part of the list above in order of number of heavy atoms, lowest first:
canonical_smiles,PLAP inhibition,NFkB transloc pot,NFkB transloc pot cell count 2 µM,MRP reversal,MRP reversal cytotoxicity,MRP reversal with doxorubicin,Bcl-B displacement,IL1B NFkB inh,IL1B NFkB inh cell count 2 µM
CCCn1c(CN2CCN(C)CC2)nc2ccccc21,-28.7%,22.1,185,15.1,104.9,89.8,-17.2%,-22.1,185
COC(=O)CN(c1cc(C(F)(F)F)ccc1Cl)S(C)(=O)=O,-1.4%,1.7,102,.,.,.,2.3%,-1.7,102
CCOc1cc(CN2CCN(c3cccc(C(F)(F)F)c3)CC2)ccc1O,-22.7%,19.6,211,14.8,85.1,70.3,8.3%,-19.6,211

# (listing goes on)
canonical_smiles,PLAP inhibition,NFkB transloc pot,NFkB transloc pot cell count 2 µM,MRP reversal,MRP reversal cytotoxicity,MRP reversal with doxorubicin,Bcl-B displacement,IL1B NFkB inh,IL1B NFkB inh cell count 2 µM
O=C(NCc1ccccc1)N1CCN(c2ccc(Cl)c(Cl)c2)CC1,-2.5%,0.9,128,2.2,92.3,90.1,-11.4%,-0.9,128
O=C(Nc1cc(C(=O)N2CCOCC2)cc(C(=O)N2CCOCC2)c1)c1cc(F)c(F)cc1Cl,-47.7%,-8.9,86,-17.3,80.5,97.9,-3.0%,8.9,86
COc1ccc(-c2cc(=O)[nH][nH]2)cc1OC,-124.3%,8.0,50,-7.8,98.0,105.8,-3.4%,-8.0,50
Cn1cccc1Cc1nnc(SCC(=O)Nc2ccccc2F)n1-c1ccc(F)cc1,-20.4%,2.9,54,14.4,92.5,78.2,-4.5%,-2.9,54
Clc1ccc(Cn2ncc3c(N4CCCC4)ncnc32)cc1,-57.9%,6.6,86,18.8,95.3,76.5,-2.4%,-6.6,86
CC(C)(C)C(=O)CNS(=O)(=O)c1ccc(S(=O)(=O)NC2CCCC2)cc1,2.9%,-4.4,172,8.8,89.1,80.4,-4.7%,4.4,172
Nc1nc(Br)c2ccccc2c1-c1ccc(F)cc1,-0.7%,12.8,126,.,.,.,2.6%,-12.8,126
O=C(Cn1cc(C(=O)c2cccs2)c2ccccc21)NCc1cccs1,-33.5%,0.5,66,-32.6,49.6,82.2,-3.3%,-0.5,66
CCOCCCNC(=O)C1CCCN1C(=O)NC1CCCCC1 (configuration not stated),9.6%,24.1,72,9.6,104.6,95.1,8.9%,-24.1,72
Cc1cc(/C=C2\SC(=S)NC2=O)c(C)n1C1CC1,-4.0%,-7.4,80,.,.,.,-65.7%,7.4,80
O=S(=O)(NCCc1ccc2c(c1)OCCO2)c1cccs1,14.1%,22.2,144,-3.9,90.5,94.4,0.0%,-22.2,144
O=C(O)CC(C(=O)OCC1CCCO1)N1CCOCC1 (configuration not stated),-7.7%,-13.8,67,-3.4,92.2,95.6,-9.8%,13.8,67
Cc1ccc(OCCCn2c(CO)nc3ccccc32)cc1,-58.8%,12.5,156,17.4,99.0,81.6,-7.4%,-12.5,156
Cc1nc(NC(C)c2ccccc2)c2c3c(sc2n1)CCC3 (configuration not stated),11.9%,15.0,180,-21.4,48.3,69.7,-14.4%,-15.0,180
O=C1CC(N2CCN(c3ccccc3)CC2)C(=O)N1CCc1ccccc1 (configuration not stated),-13.0%,.,.,-1.2,104.0,105.2,-8.4%,.,.
O=C(NCCc1ccccc1)C1(c2ccccc2)CC1(Cl)Cl (configuration not stated),-0.4%,.,.,.,.,.,-11.0%,.,.
CCOC(=O)c1c(C)[nH]c(C(=O)Cn2nnc(-c3ccccc3)n2)c1C,9.1%,.,.,2.3,60.5,58.3,-24.4%,.,.
Cn1nnnc1SCC(=O)NCc1ccccc1,.,-14.9,91,-11.8,86.6,98.4,.,14.9,91
OCCN(Cc1ccccc1)Cc1cccc(F)c1,3.7%,16.9,131,.,.,.,2.7%,-16.9,131
CCc1ccc(NC(=O)N(CCN(C)C)C(C)c2cccnc2)cc1 (configuration not stated),-59.7%,17.9,176,12.5,101.0,88.5,-16.5%,-17.9,176
CC(C)COc1ccc(-c2nnc(-c3ccco3)o2)cc1,-15.9%,.,.,6.4,84.8,78.4,-1.8%,.,.
Cc1ccc2[nH]c(=O)c(-c3nc4cc(C)ccn4c3NCc3ccco3)cc2c1,-37.8%,.,.,4.2,84.0,79.7,3.6%,.,.

# An excerpt, so the mix of outcomes need not match the whole.
